# MsrA inhibitor = bovine MsrA enzyme inhibitors, primary screen, biochemical, absorbance, HTS; inhibition, % at 15.5 µM; Methionine sulfoxide reductase A (Bos taurus); purified bovine MsrA, absorbance read-out; 360,000 compounds, 0.75% hits; in the data active means inhibition above about 4.5%;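 further: 0% = vehicle wells with enzyme and 100% = reference inhibitor wells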
# CSN deneddyl inh = inhibitors of CSN-mediated cullin deneddylation, primary screen, biochemical, fluorescence polarization, uHTS | AID 651999, 2013 | 360,000 compounds, 0.38% hits | inhibition, % at 12.5 µM | Purified CSN, SCF-Nedd8-OG deneddylation;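 active means pattern-corrected inhibition above about 35%, with an unprinted fluorescence ratio check between 0.5 and 1.5, limit read from the data, passing the limit was not always enough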;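 further: 0% = enzyme with substrate and 100% = substrate without enzyme; some results filed as inactive read as strong as hits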
# Target sequence (Q92905 whole entry, looked up, one chain of several): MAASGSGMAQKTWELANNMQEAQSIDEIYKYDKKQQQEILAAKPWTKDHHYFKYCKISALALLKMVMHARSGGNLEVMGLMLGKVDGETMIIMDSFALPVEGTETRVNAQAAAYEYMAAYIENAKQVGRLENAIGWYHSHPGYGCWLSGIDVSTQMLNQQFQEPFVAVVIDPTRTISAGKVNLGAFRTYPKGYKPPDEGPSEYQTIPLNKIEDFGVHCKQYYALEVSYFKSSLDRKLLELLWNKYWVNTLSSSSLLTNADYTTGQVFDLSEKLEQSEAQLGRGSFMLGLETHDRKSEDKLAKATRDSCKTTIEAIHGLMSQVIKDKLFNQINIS
#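 Assay system: HEK293T-derived human Csn5 enzyme; quantity: 0.24 nM enzyme; medium: Tris/NaCl/DTT buffer, pH 7.5; also added: substrate SCFSkp2-Nedd8OG, 10 nM; doses: 12.5 µM compound; schedule: 90 min reaction at room temperature; signal: FP; read-out: % inhibition of substrate cleavage by Csn5; benchmarks: substrate-only high control, full reaction low control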
# PABP1 MLLE inh = inhibitors of PABP1 MLLE–PAM2 peptide binding, primary screen, biochemical, fluorescence polarization, FITC-PAM2, GST-MLLE; Polyadenylate-binding protein 1 (Homo sapiens), P11940; inhibition, % at 20 µM; 360,000 compounds, 0.36% hits; AID 588489, 2011; in the data active means inhibition above about 35%, passing the limit was not always enough;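 further: plate controls were DMSO wells with GST-MLLE for no effect and wells lacking GST-MLLE protein for full effect; some results filed as inactive read as strong as hits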
# Target sequence (P11940 whole entry, looked up): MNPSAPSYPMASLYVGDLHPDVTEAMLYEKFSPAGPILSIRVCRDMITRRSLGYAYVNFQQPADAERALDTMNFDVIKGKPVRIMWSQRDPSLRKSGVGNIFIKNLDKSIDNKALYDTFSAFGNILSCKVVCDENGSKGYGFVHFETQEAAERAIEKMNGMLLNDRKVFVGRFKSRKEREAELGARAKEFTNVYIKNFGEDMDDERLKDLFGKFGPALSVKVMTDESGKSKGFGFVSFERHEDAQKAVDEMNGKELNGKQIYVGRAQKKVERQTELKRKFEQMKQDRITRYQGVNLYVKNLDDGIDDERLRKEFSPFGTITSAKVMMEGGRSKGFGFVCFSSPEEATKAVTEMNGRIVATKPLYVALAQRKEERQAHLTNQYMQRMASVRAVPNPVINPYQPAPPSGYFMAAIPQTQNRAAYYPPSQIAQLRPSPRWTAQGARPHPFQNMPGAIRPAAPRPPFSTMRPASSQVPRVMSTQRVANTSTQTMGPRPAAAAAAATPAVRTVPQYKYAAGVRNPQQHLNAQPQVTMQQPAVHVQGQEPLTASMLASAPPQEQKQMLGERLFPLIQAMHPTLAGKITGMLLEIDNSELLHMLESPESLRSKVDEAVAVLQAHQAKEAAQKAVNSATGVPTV
# eLon inh = inhibitors of E. coli Lon protease, primary screen, biochemical, fluorescence polarization | P0A9M0 | purified E. coli Lon protease | inhibition, % at 7.94 µM | 360,000 compounds, 0.42% hits | AID 602123, 2011; in the data active means inhibition above about 13%, passing the limit was not always enough;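 further: 0% = enzyme with probe and DMSO and 100% = no enzyme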
# bovine MsrA act = bovine MsrA enzyme activators, primary screen, biochemical, absorbance, HTS; AID 602163, 2012; purified bovine MsrA, absorbance read-out; activation, % at 10.6 µM; 360,000 compounds, 0.3% hits; in the data active means activation above about 7.5%;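 further: 0% = vehicle and 100% = reference activator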
# FAS-TE inh = FAS thioesterase domain inhibitors, primary screen, biochemical, fluorescence intensity, uHTS; recombinant FAS-TE, OMFH fluorogenic substrate, fluorescence endpoint; Fatty acid synthase (Homo sapiens), P49327; 360,000 compounds, 0.67% hits; inhibition, % at 15 µM; AID 602261, 2012;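 active means compounds whose normalised, plate-corrected inhibition of enzyme fluorescence in the single-dose primary screen is 50% or more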;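 further: 0% = DMSO with enzyme and 100% = substrate without enzyme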
# TbMetRS inhib = T. brucei MetRS inhibitors, primary screen, biochemical, luminescence | methionyl-tRNA synthetase (Trypanosoma brucei brucei) | inhibition, % at 11.9 µM | purified T. brucei MetRS, ATP depletion, Kinase-Glo luminescence | 360,000 compounds, 0.4% hits;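 active means inhibition above a per-plate cutoff of the control wells' mean inhibition plus 3 SD, cut at about 5.5% in these data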;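 further: 0% = DMSO wells median and 100% = median of wells with control inhibitor compound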
#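 technique = Kinase-Glo luminescence, ATP depletion format | system = purified MetRS (methionyl-tRNA synthetase) enzyme from Trypanosoma brucei | timing = 15 min preincubation, 2 h reaction, all 25 °C | evaluation = percent inhibition versus plate control medians | dosing = single dose, 11.9 µM final nominal, 0.9% final DMSO | also added = substrates ATP, L-methionine and bulk Escherichia coli tRNA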
# Rin1 Abl inh = inhibitors of Rin1-Abl protein binding, primary screen, biochemical, TR-FRET; inhibition, % at 7.35 µM; Tyrosine-protein kinase ABL1 (Homo sapiens) + Ras and Rab interactor 1 (Homo sapiens), …; AID 588664, 2011; 360,000 compounds, 0.4% hits; in the data active means inhibition above about 5%, passing the limit was not always enough
# Neddylation inh = inhibitors of cullin neddylation, primary screen, biochemical, TR-FRET, uHTS, NAE and Ubc12 | NEDD8-conjugating enzyme Ubc12 (Homo sapiens) + NEDD8-activating enzyme E1 regulatory … | calls only at 25 µM | 360,000 compounds, 0.58% hits | AID 651699, 2012; in the data active means inhibition above about 36%
# * = called active by the depositor; i = inactive; / = no result given.
SMILES,MsrA inhibitor,CSN deneddyl inh,PABP1 MLLE inh,eLon inh,bovine MsrA act,FAS-TE inh,TbMetRS inhib,Rin1 Abl inh,Neddylation inh
COc1ccccc1C(=O)NCCC(=O)NNC(=O)Cn1ccc(C(F)(F)F)n1,0.1,-2,11,6,-10,-5,-0.7,2,i
O=C(NN=C1CCN(Cc2ccccc2)CC1)C(O)c1ccccc1 (stereo not drawn),-1.1,2,0,-14,-3,-8,-0.1,2,i
CC(C)N1C(=O)CCC1C(=O)NCc1ccccc1Cl (stereo not drawn),-0.5,6,6,-4,-3,-8,-0.2,4,i
O=C1C2CC=CCC2C(=O)N1Cc1ccccc1 (stereo not drawn),0.5,-2,-6,-11,-8,-6,-0.8,1,i
O=C(O)COc1cccc(/C=C2/SC(=S)N(Cc3ccccc3)C2=O)c1,2.6,6,3,3,-9,11,-1.2,5,i
O=C(NCc1ccco1)c1noc2c1CCCCC2,0.6,2,-8,2,-6,-8,-0.9,4,i
CCN(CC)S(=O)(=O)c1ccc(C(=O)OCn2c(SC)nnc(C)c2=O)cc1,1.4,0,8,-1,-3,-5,0.7,-5,i
O=S1(=O)CC(N2CCN(CC3CC3)CC2)CN1Cc1cn(Cc2ccccc2C(F)(F)F)nn1 (stereo not drawn),-1.0,1,2,-12,3,-10,-0.3,0,i
O=C(Nc1cccs1)Nc1cccnc1Cl,-1.5,4,10,-3,1,-8,0.0,0,i
CN1C(C(=O)NCCc2cccs2)CC2Cn3c(nc4cc5ccccc5cc43)C21 (stereo not drawn),0.3,-2,3,-2,-1,-4,-0.1,-2,i
Cc1ccc2nsnc2c1NC(=O)c1ccccc1[N+](=O)[O-],0.8,-3,3,-1,-4,-11,-1.6,-1,i
Clc1ccc(-c2nnc(SCc3nc4ccccc4[nH]3)o2)c(Cl)c1,-0.6,-2,-49,4,-7,6,78*,1,i
Cc1c(C)c2c(OCC(=O)N[C@@H](C)C(=O)O)cc3c(c2oc1=O)CCC(C)(C)O3,2.3,-2,4,-4,1,-2,-0.1,3,/
O=C(N/C(=C\c1cccs1)C(=O)N1CCCCCC1)c1ccccc1,0.0,-4,6,7,-1,-5,-0.8,-3,i
O=C(CCN1C(=O)c2ccccc2C1=O)OCn1nnc2ccccc2c1=O,-0.2,-1,8,8,-2,4,-0.3,-1,i
COc1ccc2nc(NC(=O)CC3Oc4ccccc4NC3=O)sc2c1 (stereo not drawn),-0.3,2,3,1,-2,-1,-0.4,-2,i
COc1ccccc1NC(=S)N(Cc1ccccc1)Cc1ccccn1,-0.7,-1,-18,-4,-3,4,-0.1,0,i
COc1cc(OC)c(OC)cc1CN1CCCC(C(=O)N2CCCCC2)C1 (stereo not drawn),-0.5,-2,2,-7,-10,-6,-0.1,0,i
COc1ccc(C(C(=O)NC2CCCC2)N(CC2CCCO2)C(=O)Cn2nnc(-c3ccc(C)o3)n2)cc1 (stereo not drawn),0.1,-1,-3,18*,-2,11,-0.3,0,i
CCOc1ccc(NC(=O)C2CCCN(c3nc(C)cc(C)n3)C2)cc1 (stereo not drawn),0.0,-2,-2,-2,-3,-6,0.0,2,i
Cc1cccc(OCCN2C(=O)C(=O)c3cc(C)ccc32)c1,1.8,-1,-11,3,-2,-2,-0.2,-4,i
CCC(/C=N/NC(=O)c1ccccc1F)CC,-0.4,-10,-9,9,-1,-6,0.2,0,i
COC(=O)[C@@H]1C[C@@]2(O)[C@@H](O)[C@@H](O)[C@@H](O)C[C@H]2N1Cc1ccc(C)s1,0.7,-1,-7,16,-5,-10,-0.3,1,i
O=C(NCCCn1ccnc1)C(=O)NCC(c1cccnc1)N1CCN(c2ccc(F)cc2)CC1 (stereo not drawn),/,0,4,4,-6,-4,0.0,3,i
CSCCC(NC(=O)c1ccc(Cl)cc1)C(=O)O (stereo not drawn),-1.2,1,-16,-4,-7,-4,-1.2,2,i
COc1ccc(O)c(C(=O)c2cnc3c(c2)CN(C)C(=O)N3)c1,2.6,7,-23,9,-4,-1,0.1,0,i
COc1ccc(-n2ncc(C(C)NS(=O)(=O)c3ccc(C)s3)c2C)cc1 (stereo not drawn),1.8,-1,-6,-2,-1,0,-0.3,-1,i
Cc1ccc(NC(=O)C2CCN(S(=O)(=O)c3ccc4c(c3)NC(=O)CO4)CC2)cc1,0.5,3,-2,-4,-5,-2,0.3,4,i
O=c1c(-c2ccc(O)cc2)coc2c([C@@H]3O[C@H](CO)[C@@H](O)[C@H](O)[C@H]3O)c(O)ccc12,1.6,3,10,-3,-4,-10,-0.2,0,/
Cc1cc(C)c(C)c(S(=O)(=O)N2CCC(C(=O)N3CCN(c4ccc(F)cc4)CC3)CC2)c1C,-0.3,6,-10,15,-9,22,-0.4,-1,i
O=C(O)Cn1cc(/C=N/Nc2ccc([N+](=O)[O-])cn2)c2ccccc21,2.4,8,-64,-18,-11,6,1.0,0,i
O=C(COC(=O)Cc1ccc(Cl)cc1)Nc1ccccc1-c1ccccc1,-0.1,-10,-1,-2,-6,11,-0.6,-3,i
CC1(c2ccccc2)CC(C)(C)N2C(=O)Cc3cccc1c32 (stereo not drawn),-1.3,0,7,0,-1,12,-0.4,-5,i
CC(C)N(Cc1nccn1C)C(=O)c1cc(COc2ccc(F)cc2Cl)on1,0.7,2,8,4,-3,-5,0.6,0,i
O=C(CCN1CCOCC1)c1ccc2c(c1)OCCO2,-0.5,-6,19,-6,-4,-5,-0.2,1,i
CCOCCOc1cccc(C(=O)NC(C)c2ccc3ccccc3c2)c1 (stereo not drawn),-0.7,-1,0,4,-7,-1,-0.9,-1,i
CCOC(=O)c1cc(NC(=O)N2CCCc3ccccc32)c(C)nc1C,0.1,-9,16,4,-13,-3,-2.0,3,i
Cc1c(C(=O)OCC(=O)NC2CCCCC2)oc2ccccc12,0.2,4,9,1,-5,1,0.2,2,i
O=C(COC(=O)CN1C(=O)NC2(CCCCC2)C1=O)Nc1cc(F)ccc1F,-0.3,0,-12,-2,-2,1,-0.3,-2,i
CCOc1cc(/C=C2/C(=O)N(c3ccccc3)N=C2C)ccc1OC(=O)c1cccs1,/,3,7,2,-8,0,-0.1,12*,i
O=C(CCCNS(=O)(=O)c1ccc(F)cc1)Nc1ccc(F)cc1,0.1,-1,5,4,-2,-6,-0.3,-2,i
CCOC(=O)C1CCN(C(=O)Cc2cccs2)CC1,-0.5,-1,-10,0,-4,-2,0.1,0,i
ClC1=CN(C2=NCCC2)CC1,/,-2,-10,-2,-5,-7,-1.0,4,i
CC(=O)c1ccc(N2CCN(C(=O)c3ccc(S(=O)(=O)NCc4ccco4)cc3)CC2)cc1,2.6,-1,-1,16,-5,-4,-0.1,0,i
CCOC(=O)C(=O)N1CCC(Cc2ccccc2)CC1,-0.2,-15,7,5,-1,1,1.1,5,i
CSc1nc2c(c(=O)[nH]1)C(c1ccc(Cl)cc1)CC(=O)N2 (stereo not drawn),1.2,-9,1,-2,-3,-3,0.4,-3,i
COc1ccc(OC)c(-c2csc(NC(=O)Cc3cccs3)n2)c1,0.1,-1,25,7,-1,17,-0.3,-2,i
COc1ccc(C(=O)Cn2c(NCCO)nc3ccccc32)cc1,-0.9,2,0,-8,2,-4,-1.0,0,i
CCCCNC(=O)/C=C/c1cccs1,2.2,-5,5,-8,-3,-7,0.0,3,i
CC(=O)N1CCN(c2ccc(NC(=O)c3ccc(F)cc3)cc2)CC1,2.3,3,-8,7,-6,-5,-1.4,1,i
Cc1ccc(C(=O)Nc2cnc3sc(C)nn3c2=O)cc1,0.1,2,7,6,-2,-3,-0.1,2,i
S=C(NCc1ccc(Cl)cc1)Nc1ccccc1Cl,0.0,-7,11,-7,-2,1,0.1,0,i
Cc1cccc(Cl)c1NC(=O)N1CCN(c2ccnc3cc(Cl)ccc23)CC1,0.6,1,-9,-8,-3,10,-0.4,1,i
O=C(N/N=C/c1ccc(Cl)s1)C(O)c1ccccc1 (stereo not drawn),2.2,0,0,-8,-2,-3,0.0,0,i
COc1cccc(NC(=O)N2CCN(c3ccc(C(F)(F)F)cn3)CC2)c1,-0.2,-4,6,2,0,-6,-0.1,-3,i
Cc1ccc(C(C(=O)NC2CCCCC2)N(CCCN2CCOCC2)C(=O)c2snc(C(N)=O)c2N)cc1 (stereo not drawn),-0.4,1,-5,5,1,1,-1.3,5,i
CC(C)(Sc1cc(C(C)(C)C)c(O)c(C(C)(C)C)c1)Sc1cc(C(C)(C)C)c(O)c(C(C)(C)C)c1,-0.5,1,-5,-6,-1,40,0.3,1,i
CCCS(=O)(=O)NC(=O)C1(C)CCCN(C(=O)c2ccc3ccccc3c2)C1 (stereo not drawn),-0.3,1,8,-3,-4,-8,0.1,2,i
CC(C)(C)C1=CC(=Nc2ccccc2N)C=C(C(C)(C)C)C1=O,0.3,4,-78,5,-2,24,-3.3,0,i
CCNC(=O)C1(C)CCN(C(=O)c2cccnc2SC)C1 (stereo not drawn),-0.8,5,7,-2,-8,-5,-0.5,-3,i

# Three entries drawn at random from the list so far, as already listed:
SMILES,MsrA inhibitor,CSN deneddyl inh,PABP1 MLLE inh,eLon inh,bovine MsrA act,FAS-TE inh,TbMetRS inhib,Rin1 Abl inh,Neddylation inh
O=C(N/N=C/c1ccc(Cl)s1)C(O)c1ccccc1 (stereo not drawn),2.2,0,0,-8,-2,-3,0.0,0,i
Cc1cccc(Cl)c1NC(=O)N1CCN(c2ccnc3cc(Cl)ccc23)CC1,0.6,1,-9,-8,-3,10,-0.4,1,i
COc1cccc(NC(=O)N2CCN(c3ccc(C(F)(F)F)cn3)CC2)c1,-0.2,-4,6,2,0,-6,-0.1,-3,i

# (further entries)
SMILES,MsrA inhibitor,CSN deneddyl inh,PABP1 MLLE inh,eLon inh,bovine MsrA act,FAS-TE inh,TbMetRS inhib,Rin1 Abl inh,Neddylation inh
Cc1nc2ccccc2nc1OCC(=O)Nc1ccccc1,0.2,0,2,-5,-3,-3,-0.1,-7,i
CCOC(=O)c1c(C)[nH]c(C)c1C(=O)COC(=O)/C=C/c1cccc([N+](=O)[O-])c1,-0.8,0,-16,1,0,13,-0.1,1,i
CCOC(=O)C(C)n1nc(/C=C/c2ccc(OC)cc2)ccc1=O (stereo not drawn),1.7,-10,-1,-7,-4,-2,-0.4,4,i
Cc1c(C)n(CCc2ccccc2)c2ncnc(NCCCO)c12,-0.7,1,8,-12,1,-2,-0.3,0,i
CCOC(=O)N1CCN(CC(O)c2ccc3c(c2)CCN3)CC1 (stereo not drawn),0.2,4,-5,6,-8,-6,-1.6,0,i
O=C(/C=C/c1ccco1)N1CCN(c2ccccc2)CC1,0.1,4,6,-12,-2,-3,-0.1,2,i
